# Screening data as filed in PubChem.
# LMPTP inh: LMPTP (human) inhibition; 360,000 compounds, 0.22% hits; P24666; AID 651560; recombinant LMPTP-A, OMFP fluorogenic substrate, fluorescence intensity; inhibition, % at 20 µM;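 active = compounds that cut the enzyme signal by at least half of the control window in the single-dose screen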;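 note: plate controls were DMSO wells with enzyme plus substrate for no effect and substrate without enzyme for full effect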
# Target sequence (P24666 whole entry, looked up): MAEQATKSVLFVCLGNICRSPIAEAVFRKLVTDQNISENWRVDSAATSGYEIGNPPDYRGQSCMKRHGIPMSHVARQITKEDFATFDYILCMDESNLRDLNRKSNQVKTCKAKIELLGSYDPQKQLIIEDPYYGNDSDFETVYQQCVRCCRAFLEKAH
#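 Test system – LMPTP-A enzyme · Amount – LMPTP-A at 0.625 nM final in the reaction · Buffer or medium – Bis-Tris pH 6.0, DTT, detergent · Reagent – OMFP 400 µM · Doses – single 20 µM dose · Schedule – reaction 50 min, room temperature, dark · Detection – fluorescence intensity of OMFP turnover product · Evaluation – percent inhibition versus substrate-only and uninhibited controls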
# SUMO1 PPI mod: alters human SUMO1 binding to SIM partners; P63165; SUMO1 binding to a labelled peptide, TR-FRET, 1 h; inhibition, % at 20 µM; 360,000 compounds, 0.33% hits; AID 602429; in the data active = inhibition above about 37%
# Target sequence (P63165 whole entry, looked up): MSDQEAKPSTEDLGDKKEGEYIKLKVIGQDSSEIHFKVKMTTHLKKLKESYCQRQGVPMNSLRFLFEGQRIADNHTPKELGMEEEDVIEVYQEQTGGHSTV
# eLon inh: inhibits E. coli Lon protease; purified E. coli Lon protease, fluorescence polarization; inhibition, % at 7.94 µM; 360,000 compounds, 0.42% hits; P0A9M0; in the data active = inhibition above about 13%, passing the limit was not always enough;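 note: 0% = enzyme with probe and DMSO and 100% = no enzyme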
# TbMetRS inhib: Trypanosoma brucei MetRS inhibition; purified T. brucei MetRS, ATP depletion, Kinase-Glo luminescence; inhibition, % at 11.9 µM; 360,000 compounds, 0.4% hits;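 active = inhibition above a per-plate cutoff of the control wells' mean inhibition plus 3 SD, cut at about 5.5% in these data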;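 note: 0% = DMSO wells median and 100% = median of wells with control inhibitor compound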
#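 Material: T. brucei methionyl-tRNA synthetase, purified; reagent: substrates ATP, L-methionine and bulk Escherichia coli tRNA; dosing: 11.9 µM single point; timing: 15 min plus 2 h at 25 °C; detection: luminescence of leftover ATP; evaluation: % inhibition; control set: DMSO-only wells as low control; replicates: singlicate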
# MsrA inh: inhibitors of bovine MsrA; purified bovine MsrA, absorbance read-out; inhibition, % at 15.5 µM; 360,000 compounds, 0.75% hits; in the data active = inhibition above about 4.5%;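 note: 0% = vehicle wells with enzyme and 100% = reference inhibitor wells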
# Scp-1 inhibitor: blocks human Scp-1 phosphatase activity | Recombinant Scp1, phosphopeptide, malachite green phosphate absorbance | inhibition, % at 20 µM | 340,000 compounds, 0.88% hits;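 active = inhibition above about 50% at 20 µM, limit read from the data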;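 note: plate controls were DMSO wells with enzyme for no effect and wells lacking enzyme for full effect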
# Target sequence (Q9GZU7 76-261 limits assumed): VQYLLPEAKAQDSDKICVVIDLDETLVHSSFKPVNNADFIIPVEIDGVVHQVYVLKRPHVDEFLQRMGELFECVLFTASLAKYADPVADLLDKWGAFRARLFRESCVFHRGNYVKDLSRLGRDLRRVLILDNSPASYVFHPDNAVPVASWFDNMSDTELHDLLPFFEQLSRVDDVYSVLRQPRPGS
#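 Times: enzyme reaction 45 min at room temperature, colour 5 min, stabilisation 30 min. Material: SCP-1 catalytic fragment, aa 76-261. Medium: Acidic Tris acetate buffer with magnesium and detergent. Signal: colorimetric free-phosphate detection, absorbance 630 nm. Read-out basis: % inhibition of SCP-1 phosphate liberation. Reagent: Phosphorylated 17-residue peptide substrate.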
# CendR NRP1 mod: NRP-1/CendR interaction modulation | 360,000 compounds, 0.85% hits | inhibition, % at 25 µM | AID 602438 | O14786 | FAM-RPARPAR peptide binding to NRP-1, fluorescence polarization;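 active = inhibition or corrected inhibition above about 18%, plus a signal ratio from 0.5 to 1.5, limit read from the data, passing the limit was not always enough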; note: strong numbers were not always called active
# MsrA act: bovine methionine sulfoxide reductase A activation | activation, % at 10.6 µM | AID 602163 | purified bovine MsrA, absorbance read-out | 360,000 compounds, 0.3% hits; in the data active = activation above about 7.5%;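 note: 0% = vehicle and 100% = reference activator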
# DNMT1 block: inhibitors of human DNMT1. inhibition (reported as % activation of signal), % at 10 µM. P26358. 360,000 compounds, 0.83% hits. DNMT1 molecular beacon, Hinp1I cleavage, fluorescence; in the data active = inhibition above about 50%
# STEP block: blocks human striatal-enriched tyrosine phosphatase | AID 588621 | recombinant STEP, OMFP fluorogenic substrate, fluorescence | inhibition, % at 20 µM | 360,000 compounds, 0.25% hits | P54829;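 active = inhibition at 20 µM, scaled per plate between control wells, above about 37%, limit read from the data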;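 note: 0% = DMSO with enzyme and substrate and 100% = substrate only without enzyme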
# Target sequence (P54829 whole entry, looked up): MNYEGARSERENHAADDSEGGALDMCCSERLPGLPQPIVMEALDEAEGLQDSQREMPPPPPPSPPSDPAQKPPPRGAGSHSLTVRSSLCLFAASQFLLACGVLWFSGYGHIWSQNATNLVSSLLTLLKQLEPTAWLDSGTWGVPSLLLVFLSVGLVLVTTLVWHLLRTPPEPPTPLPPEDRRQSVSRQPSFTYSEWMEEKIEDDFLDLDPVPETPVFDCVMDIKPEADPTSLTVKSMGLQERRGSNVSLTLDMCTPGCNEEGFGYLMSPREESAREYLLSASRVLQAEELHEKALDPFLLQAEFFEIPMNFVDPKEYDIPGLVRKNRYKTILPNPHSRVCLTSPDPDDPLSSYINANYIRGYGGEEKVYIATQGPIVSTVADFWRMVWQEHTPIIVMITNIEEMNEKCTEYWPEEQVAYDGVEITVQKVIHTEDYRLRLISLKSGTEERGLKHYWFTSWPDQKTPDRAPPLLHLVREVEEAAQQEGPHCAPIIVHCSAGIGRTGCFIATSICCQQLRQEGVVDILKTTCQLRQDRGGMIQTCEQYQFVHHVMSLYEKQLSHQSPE
#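 material = STEP tyrosine phosphatase | reagent = fluorogenic phosphatase substrate OMFP at 25 µM final | doses = single compound dose of 20 µM, 1% DMSO final | schedule = 20 min reaction, room temperature, in the dark | measured by = fluorescence, 480/540 nm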
# Active calls of the source: *; x = not tested or not shown.
LMPTP inh	SUMO1 PPI mod	eLon inh	TbMetRS inhib	MsrA inh	Scp-1 inhibitor	CendR NRP1 mod	MsrA act	DNMT1 block	STEP block	molecule
-0.3	-8	-1	-0.8	1.2	-1	11	-9	1	-2	O=C(NCc1ccc2c(c1)OCO2)c1nc(Cn2cc([N+](=O)[O-])cn2)no1
-1.1	6	0	-0.9	1.7	x	-10	-5	x	x	CCC(c1nnnn1-c1ccc2c(c1)OCCO2)N1CCN(c2ccc(C)cc2)CC1 (stereo not drawn)
-0.4	-5	-3	0.0	0.6	-12	3	-3	1	-1	Cc1c(NC(=S)NC(=O)c2cccc3ccccc23)cccc1C(=O)O
-2.2	-1	-1	-0.9	-0.1	-2	-2	-3	18	-2	O=C(CN(Cc1ccco1)C(=O)CNS(=O)(=O)c1ccccc1)NCc1ccccc1
1.5	3	-2	-0.5	-0.5	-2	3	0	-1	0	COc1cccc(N2CCN(CC(=O)N3CCN(S(=O)(=O)c4ccc(Cl)cc4)CC3)CC2)c1
0.3	2	-3	0.3	-0.7	-5	4	0	-1	0	C=CCn1c(SCC2=C(C(=O)OCC)C(C)NC(=O)N2)nnc1C1CCCCC1 (stereo not drawn)
0.0	5	1	-0.5	-1.5	5	-11	-11	0	-10	COc1nc(N(c2ccccc2)c2ccccc2)nc(-n2ccnc2)n1
2.3	-7	-1	-0.4	-0.3	x	-11	2	-45	0	CCc1nc2ccc(C(=O)Nc3cc(-c4ccccc4)ccc3OC)cn2c1N(CC)CCN(C)C
0.1	-2	2	0.0	-1.4	-9	9	-3	0	-1	CC(C)c1ccc(N(CC(=O)NC2CCCC2)C(=O)CCC(=O)Nc2nccs2)cc1
-1.6	-4	-2	-1.2	1.3	0	10	1	-1	-3	CCOC(=O)N1CCN(S(=O)(=O)c2cc(Br)cc3c2N(C(C)=O)C(C)C3)CC1 (stereo not drawn)
0.9	-23	5	-0.9	1.5	-5	6	-2	-4	0	CCOC(=O)c1nnc2cc(-c3ccccc3)nn2c1C
0.6	0	-6	-0.6	2.9	-5	8	-2	2	0	COc1ccccc1N1CCN(S(=O)(=O)c2cc(C)sc2C)CC1
0.1	-24	-9	-0.4	4.0	0	-3	-1	-1	-2	Cc1cc2cc(CN(CCCO)S(=O)(=O)c3cccc4nsnc34)c(=O)[nH]c2cc1C
1.9	1	-18	-0.2	0.7	1	9	-8	-1	0	CCCN(Cc1ccc(C)cc1)C(=O)c1ccc(CNS(=O)(=O)c2ccc(C(C)=O)cc2)cc1
0.1	1	-11	-0.3	-2.2	1	1	-4	7	-2	O=C(NCc1cccnc1)c1cccc2c1C(=O)N(C1CCCCC1)C2
1.9	8	5	-0.6	x	8	17	-1	-6	-1	CC1=C(C)C(=O)C(CCCCC#CCCCC#CCO)=C(C)C1=O
-1.5	3	-8	-0.9	-0.7	-1	-6	-3	0	0	Cc1cc(N2C(=O)C3CC=CCC3C2=O)no1 (stereo not drawn)
-0.3	2	-5	-0.4	0.1	-5	3	-4	-1	0	CC(C)N1CCC(N2CCN(C/C=C/c3ccc(F)cc3)CC2CCO)CC1 (stereo not drawn)
0.0	-3	1	-0.2	-0.2	-1	-10	-5	40	-2	O=C1COc2ccc(C(=O)COC(=O)c3sc4ccccc4c3Cl)cc2N1
-0.1	-1	-6	-0.3	-0.5	12	10	1	2	0	CN(CC(=O)NCc1ccccn1)S(=O)(=O)c1ccc(Cl)cc1
-2.4	-20	2	-0.3	0.7	9	11	-5	0	2	COc1ccc(CN2C(=O)c3cccnc3C2=O)cc1S(=O)(=O)N1CCCCC1C (stereo not drawn)
-0.2	4	-4	-0.1	0.5	-1	1	-5	-1	-2	COC(=O)c1ccc(CNC(=O)COC(=O)c2ccc(N(C)C)cc2)cc1
2.0	4	-6	0.3	0.0	-9	-1	-5	-2	1	O=C(C1CCN(c2ncnc3c2nc2n3CCCCC2)CC1)N1CCN(c2cccc(Cl)c2)CC1
0.2	-8	3	-1.0	0.1	-3	8	0	0	-1	COc1cccc(C=Nc2ccc(N3CCOCC3)cc2)c1O
-3.5	3	-5	-0.1	-1.0	9	-12	-9	-2	-6	O=S(=O)(NC1CCN(Cc2ccccc2)CC1)c1cccc(S(=O)(=O)N2CCOCC2)c1
-0.8	-25	0	-0.3	-0.1	-4	-8	-5	0	2	COCCNC(=O)c1cc2cc(Cl)cc(Cl)c2oc1=O
2.1	3	3	-1.0	-2.1	5	-3	-9	-2	0	Cc1ccc2oc(/N=C(\N)NC(=O)C(C)(C)C)nc2c1
-0.7	-5	-4	0.1	-1.2	x	-1	-2	5	-4	COc1cccc(C(=O)N2CCN(Cc3nc(-c4ccoc4)oc3C)CC2)c1
1.3	-29	-7	-0.3	-0.3	-5	4	-6	1	-3	O=[N+]([O-])c1ccc(NC2CCCC2)cc1
-3.6	-1	-3	0.0	0.0	x	12	-4	1	-3	CC(=O)NC(c1ccccc1)c1nc(-c2ccc(S(C)(=O)=O)cc2)cs1 (stereo not drawn)

# Already shown: entries from further up.
LMPTP inh	SUMO1 PPI mod	eLon inh	TbMetRS inhib	MsrA inh	Scp-1 inhibitor	CendR NRP1 mod	MsrA act	DNMT1 block	STEP block	molecule
-0.3	-8	-1	-0.8	1.2	-1	11	-9	1	-2	O=C(NCc1ccc2c(c1)OCO2)c1nc(Cn2cc([N+](=O)[O-])cn2)no1
-1.1	6	0	-0.9	1.7	x	-10	-5	x	x	CCC(c1nnnn1-c1ccc2c(c1)OCCO2)N1CCN(c2ccc(C)cc2)CC1 (stereo not drawn)

# Continuation.
LMPTP inh	SUMO1 PPI mod	eLon inh	TbMetRS inhib	MsrA inh	Scp-1 inhibitor	CendR NRP1 mod	MsrA act	DNMT1 block	STEP block	molecule
0.9	4	-12	-1.4	0.1	5	-6	-14	5	-5	CC12CCC(C(=O)Nc3ccccc3)(C/C1=N\O)C2(C)C (stereo not drawn)
-2.5	1	-3	-0.6	1.6	-3	-16	-4	-1	1	Cc1ccc(CN2CCN(Cc3nc(C(C)C)cs3)CC2CCO)cc1 (stereo not drawn)
-1.7	-25	-4	-0.3	2.3	-2	-4	-11	3	3	O=C(O)c1cccc2c1C(=O)c1ccc(-c3ccc(F)cc3F)cc1S2(=O)=O
2.6	-9	-10	-0.4	1.1	-11	-5	-4	-11	-2	Oc1ccccc1N1CCN(c2ncnc3sc(-c4ccccc4)cc23)CC1
-1.4	2	-1	-0.3	0.8	-15	6	-1	24	-3	Cc1ccnn1-c1ccc(C(=O)NCc2ccccc2CN2CCOCC2)cc1
2.1	8	-8	-0.2	0.4	-6	10	-1	1	-1	Cc1cccc(NC(=O)Nc2cccnc2)c1C
-1.1	-2	8	-0.5	-0.4	2	1	0	0	0	Cc1c(NC(=O)COc2c(F)c(F)c(F)c(F)c2F)c(=O)n(-c2ccccc2)n1C
-2.6	1	3	-0.3	-0.6	-15	6	-4	1	4	NC(=O)C1CCN(CCS(=O)(=O)c2ccc(Cl)cc2)CC1
1.9	8	6	1.2	-0.6	8	-4	-10	1	12	CC(C)(C)c1ccc(C(=S)N2CCN(c3ccccc3)CC2)cc1
0.3	-2	2	0.6	2.1	-1	-1	-3	0	-1	Cc1cc(NC(=O)COC(=O)COc2ccc3c4c(c(=O)oc3c2)CCC4)no1
0.2	2	1	-0.4	1.2	-8	4	-4	0	-2	CC(C)(C)C1CCC(=O)N(CCSc2ccccc2)CC1 (stereo not drawn)
-0.3	-8	81*	-0.3	1.2	-10	50	0	0	-7	CCN1CC=C2C(C1)C(c1ccc(Cl)s1)C(C#N)=C(N)C2(C#N)C#N (stereo not drawn)
-0.7	6	1	-0.1	-0.5	-10	4	-3	0	2	NC(=O)CN1C(=O)NC2(CCCc3ccccc32)C1=O (stereo not drawn)
1.8	-11	5	0.2	0.8	-11	4	-2	6	-2	O=C1C(c2c(O)[nH]c3ccccc23)=Nc2ccccc21
-0.6	1	-12	-0.2	0.2	-6	-7	-1	5	-2	CC1CN(S(=O)(=O)c2ccc(C(=O)N3c4ccccc4CC3C)cc2)CC(C)O1 (stereo not drawn)
-0.4	3	-2	0.1	-0.7	-6	-26	-1	0	2	Cc1cc(C)n2nc(SCC(=O)N(C)C3CCCCC3)nc2n1
-0.2	5	-1	-0.1	-0.5	0	10	-4	2	-1	Nn1c(SCC(=O)Nc2ccc(OC(F)F)cc2)nnc1-c1ccco1
0.4	-9	2	0.3	2.2	3	-14	-6	6	-2	O=C(/C=C/c1ccco1)Nc1cccc(S(=O)(=O)N2CCOCC2)c1
-1.2	-3	4	0.8	0.3	-13	7	-3	-2	-5	COc1ccc(C2(C(=O)Nc3ccccc3)CCOCC2)cc1
0.4	1	5	-0.4	-0.7	14	-3	-5	10	-1	CCOc1ccc(NC(=O)CCC(=O)NNC(=O)COc2ccc(C)cc2)cc1
-0.3	2	5	-0.2	-0.9	-4	-1	-4	-1	-3	CC(C)N(C)C(=O)CCc1nnc(CCc2c[nH]c3ccccc23)o1
1.5	-1	-2	1.8	1.8	0	-6	-3	-8	2	COc1ccc(C2CC(c3ccccc3)=NN2C(=O)CN2N=NC3C(=O)N(c4cccc(F)c4)C(=O)C32)cc1 (stereo not drawn)
0.7	0	-1	-1.2	0.9	3	1	-9	0	0	COc1ccc(C(=O)N2CCN=C2SC)cc1OC
2.4	5	-6	-0.1	0.8	x	-15	-1	x	x	CCOC(=O)c1c(-c2ccc(N(C)C)cc2)oc2c1C(OC)CC2 (stereo not drawn)
-1.4	-8	7	-0.7	-0.4	-14	13	-11	2	1	CC1C2C(C)N(C)C(=O)N(C)C2N(C)C(=O)N1C (stereo not drawn)
1.3	-3	0	-0.3	0.8	x	3	-1	x	x	Cc1ccc(S(=O)(=O)N2CCC(=O)N([C@H](COCc3ccc(Cl)cc3)C(C)C)CC2)cc1
-0.6	-1	1	-0.9	-0.5	-8	7	-5	0	1	O=C(N/N=C/c1ccoc1)c1cccc(OC(F)(F)C(F)F)c1
-0.9	-1	-2	-1.5	-0.1	-2	8	-8	0	-1	COCCCNC(=O)c1cccc(NC(=O)c2ccccc2)c1
1.0	3	-7	0.1	0.8	-4	-4	-3	1	-3	O=C(COc1ccc(Cl)cc1)N/N=C/CCc1ccccc1
-0.9	3	-4	0.6	-0.4	8	6	-3	4	3	CC(C)(C)c1nnc(NS(=O)(=O)c2ccc(F)cc2)s1
0.8	3	3	-3.3	-0.1	5	25*	-14	5	0	Cc1cc(Cl)ccc1OCC(=O)NNC(=O)C1CCCO1 (stereo not drawn)
-1.0	22	-8	0.1	0.7	-11	-4	-4	2	-2	COc1cccc(-c2nc3ccccc3c(=O)o2)c1
1.4	0	6	-1.2	2.1	-3	5	-8	-1	0	Cc1ccc(SCCOCCN2CCc3ccccc3C2)cc1
-1.0	-1	3	0.2	0.2	-7	6	-4	0	-1	C=C(C)Cn1c(Sc2nc3ccccc3[nH]2)nc2c1c(=O)[nH]c(=O)n2C
